NCI-60 one-dose screen, 48 h, at 10 µM unless noted. Numbers give growth in % (100 = growth as untreated, 0 = no growth, -100 = all killed).
HL-60(TB) = HL-60(TB) leukemia cells; 78,000 tested, 9% active; AID 1794776; active = growth percent below 10
Numbers without * were called inactive; & = joins results of further samples.

structure | HL-60(TB)
CC(=O)Nc1c(I)c(C(=O)O)c(I)c(N(C)C(C)=O)c1I | 115.6
CC1(C)COP(=O)(c2ccccc2)N1 (stereo not drawn) | 84.7
OCC(O)c1ccccn1 (stereo not drawn) | 128.8
O=[N+]([O-])c1ccc(OCCCBr)c(Cl)c1 | 98.8
COc1ccc2oc(=O)cc(/C=N\Nc3nc(-c4ccc(Cl)cc4)cs3)c2c1 | 91.9
COc1cc(-c2nc3ccc(-c4nnc(SCC(=O)Nc5ccc(/C(C)=N\O)cc5)o4)cc3[nH]2)cc(OC)c1OC | 101.4
CC1=CC2(C)NC(=O)C(C)C12 (stereo not drawn) | 91.6
C=C(C)[C@@H]1CC[C@]2(/C=N/Nc3ccncc3)CC[C@]3(C)[C@H](CC[C@@H]4[C@@]5(C)CCCNC(C)(C)[C@@H]5CC[C@]43C)[C@@H]12 | 58.5
O=C1CC(c2ccc3c(c2)OCCO3)c2cnn(Cc3ccco3)c2N1 (stereo not drawn) | 96.0
CCN(CC)C(=O)c1ccc([N+](=O)[O-])cc1 | 114.5
Cc1nc2cnc(N)c(C#Cc3cncc(C(=O)Nc4ccccn4)c3)c2nc1C | 113.2
COc1ccc(-c2c(NC(C)=O)noc2-c2cc(OC)c3c(c2)OCO3)cc1 | 95.2
O=C(CCc1ccco1)CCc1ccco1 | 75.0
O=[N+]([O-])c1ccc2[nH]c(=S)sc2c1 | 98.6
CC(C)(C)n1cc(-c2ccnc(NCCNS(=O)(=O)c3ccc(F)cc3)c2)c(-c2ccccc2)n1 | 73.0
O=C(Nc1nncs1)c1cccs1 | 91.1
COC(=O)CCC(=O)c1ccc(Cl)cc1 | 97.9
Cc1ccc(Sc2nc(-c3ccccc3)oc2Sc2ccc(C)cc2)cc1 | 69.7
COc1ccc(Nc2ncccc2C(=O)NCc2cn(Cc3cc(OC)cc(OC)c3)nn2)cc1 | 91.6
CCN(CCOS(=O)(=O)O)C1c2ccccc2-c2ccccc21 | 95.2
O=C1c2ccccc2C(=O)N1CCCCNc1ccccc1 | 5.2*
COc1c(N2CC3CCCNC3C2)c(F)cc2c(=O)c(C(=O)N/N=C/c3ccc(N(C)C)cc3)cn(C3CC3)c12 (stereo not drawn) | 78.5
Cc1[nH]nc2c1C(c1cc3ccccc3nc1Cl)C(C#N)=C(N)O2 (stereo not drawn) | 98.1
COc1ccccc1C#Cc1cccc(C#CCCCCN2CCCCC2=O)c1 | 60.8
CCC#CCn1cnc2c(OC)ncnc21 | 58.1
c1ccc(CC(c2ccccc2)N2CCOCC2)cc1 (stereo not drawn) | 101.5
Nc1nc(N)c2c(n1)NC(c1ccc(Cl)cc1)CC(c1ccc3c(c1)OCO3)=N2 (stereo not drawn) | 69.4
CCCCCCCCCC1OC(C)C(C)O1 (stereo not drawn) | 111.7
OCC(O)CS (stereo not drawn) | 93.8
COc1ccc(OC)c(-c2cc(-c3ccccc3)c3c(N)c(C(=O)c4ccccc4)sc3n2)c1 | 95.7
COc1ccc(C(=O)/C=C/c2ccc(/C=C/c3ccc(Cl)cc3)cc2)cc1 | 94.4
CN1CCN(c2ncnc3cc[nH]c23)CC1 | 117.9
O=S(=O)(O)CCCCS(=O)(=O)c1ccccc1 | 103.7
O=C(NCc1cccnc1)c1ccc([N+](=O)[O-])o1 | 9.7*
Cc1cc(C)c(CBr)c(C)c1 | 59.7
CC1=Nc2cnc(Nc3cccc(S(=O)(=O)N4CCC(O)CC4)c3)nc2Nc2ccccc21 | 91.3
O=[N+]([O-])c1ccc(C(Br)Br)cc1 | 95.6
CCCCCCOC(=O)c1nn(C(C)=O)c2ccccc12 | 98.8
C=C1C(=O)O[C@H]2[C@H]1CC/C(COC(=O)C(=O)c1c[nH]c3ccc(OC)cc13)=C\CC[C@@]1(C)O[C@@H]21 | -53.2*
NC(=Nc1ccccc1)N[N+](=O)[O-] | 38.7
COc1cc(OC)c2c(=O)c3c(CC=C(C)C)cc(OC)c(O)c3oc2c1 | 96.7
NNC(=O)C(O)(c1ccccc1)c1ccccc1 | 101.0
COc1ccc(CN(c2ccc(C)cc2)C2OC(=O)c3ccccc32)cc1OC (stereo not drawn) | 96.9
Clc1ccc(C2=N[C@H]3CCC[C@@H]3N(c3ccccc3)C(C(Cl)Cl)=N2)cc1 | 77.5
CC(Cl)CN(CC(C)Cl)c1ccc2c(c1)Cc1cc(F)ccc1-2 (stereo not drawn) | 82.6
NS(=O)(=O)c1ccc(CCNC(=O)CSc2nc(-c3ccccc3)cc(=O)[nH]2)cc1 | 123.8
C[N+](C)(C)Cc1ccccc1C(=O)c1ccccc1 | 94.4
CC1=C([Te]c2ccccc2)C(=O)c2ccccc2C1=O | 12.7
CCCCNC(=O)c1[nH]cc(-c2ccccc2)c1-c1ccccc1OC | 86.6
CNc1nc2c(N)ncnc2n1C1OC(CO)C(O)C1O (stereo not drawn) | 89.8

Next section.
structure | HL-60(TB)
COCCOc1ccc(C(=O)Nc2ccc(C(N)=O)cc2)cc1 | 101.0
CC1(C)C2CCC(O)(C(=O)O)C1C2 (stereo not drawn) | 107.3
CCc1nn2c(-c3ccc(OC)c(OC)c3)c(-c3cc(OC)c(OC)c(OC)c3)nc2s1 | 59.7
NC(CO)C(=O)O (stereo not drawn) | 97.5
COc1ccc(O)c(/C=C2\SCc3cc4cc(OC)ccc4[o+]c32)c1 | 102.7
CC(SC(C)C(=O)N/N=C/c1c[nH]c2ccccc12)C(=O)N/N=C\c1c[nH]c2ccccc12 (stereo not drawn) | 102.8
Cc1cc(O)c2c(c1)C[C@H]1[C@@H]3CC[C@H]4CC(=O)CC[C@]4(C)[C@H]3CC(=O)[C@]21C | 73.9
N[C@@H](CCCCNCC(=O)O)C(=O)O | 106.3
O=C(O)C1CC2C3CC(C(=O)O)C(C3)C2C1 (stereo not drawn) | 97.1
O=C(CCN1CC1)NCO | 88.7
O=S(=O)(Nc1ccccc1)C1CCCCC1 | 106.4&97.2
Cc1cc(C)c(C)c(Br)c1C | 90.2
Cc1ccc(-c2nc(SCC(=O)Nc3nc(-c4ccc(Cl)cc4)cs3)[nH]c(=O)c2C#N)cc1 | 111.5
CC(C)c1ccc2occ(C=C3C(=O)NC(=O)NC3=O)c(=O)c2c1 | 74.8
C/C(=N\Nc1nnc(/C=C\c2ccco2)c(=O)[nH]1)C(=O)O | 99.5
CC[C@H](CO)Nc1nc(NCc2ccccc2)c2ncn(C(C)C)c2n1 | 48.1
O=C1CC[C@@H](C(=O)N[C@H]2CSSC[C@@H](C(=O)NCCc3ccccc3)NC(=O)[C@H](Cc3ccccc3)NC(=O)[C@@H]3CCCN3C(=O)[C@@H]3CCCN3C2=O)N1 | 76.3
c1csc(CCCN2CCCCC2)c1 | 92.9
CCSc1nc(Cl)cc(Cl)n1 | 65.4
C/C(=N\Nc1ncnc2cc(Cl)ccc12)c1ccc(-n2cc[n+](C)c2)nc1 | 113.8

Part of the list above, field by field.
SMILES: CCSc1nc(Cl)cc(Cl)n1
  HL-60(TB): 65.4

SMILES: C/C(=N\Nc1nnc(/C=C\c2ccco2)c(=O)[nH]1)C(=O)O
  HL-60(TB): 99.5

Continued:
structure | HL-60(TB)
CSc1ncc(Br)c(Nc2ccc(Br)cc2)n1 | 79.2
CCN(CC)C(=O)Oc1ccc2c(C)cc(=O)oc2c1 | 89.0
O=C(/C=C/C=C/c1ccccc1)c1ccccc1O | 94.6
Cc1ccc(C(=O)Nc2ccc(N3CCOCC3)cc2)cc1Nc1ncnc2nc[nH]c12 | 81.4
C[C@@H]1CC[C@@H]2[C@@H]1[C@H](OC(=O)c1ccc3ccccc3c1)[C@]1(C3CCCCC3)C[C@@H](OC(=O)CO)[C@@]2(C)O1 | 30.6
Cc1ccc(-c2c3c(C)nn(-c4ccccc4)c3nc3nc[nH]c(=O)c23)cc1 | 99.4
C=CCCCOC1[C@H](OCc2ccccc2)C(OCc2ccccc2)C(OC)O[C@@H]1CNC(=O)c1ccccc1 (stereo partly drawn) | 72.7
O=C(O)c1c2ccccc2nc2ccccc12 | 124.9
COC(=O)C(Cc1ccccc1)NS(=O)(=O)c1ccc(C)cc1 (stereo not drawn) | 112.9
CCCCCCCCN(Cc1ccccc1)CC(O)c1ccncc1 (stereo not drawn) | 74.9

Random excerpt: four records from the list
structure | HL-60(TB)
C[C@@H]1CC[C@@H]2[C@@H]1[C@H](OC(=O)c1ccc3ccccc3c1)[C@]1(C3CCCCC3)C[C@@H](OC(=O)CO)[C@@]2(C)O1 | 30.6
COC(=O)C(Cc1ccccc1)NS(=O)(=O)c1ccc(C)cc1 (stereo not drawn) | 112.9
Cc1ccc(-c2c3c(C)nn(-c4ccccc4)c3nc3nc[nH]c(=O)c23)cc1 | 99.4
O=C(O)c1c2ccccc2nc2ccccc12 | 124.9

(continued)
structure | HL-60(TB)
ClC(Cl)c1nc(-c2ccco2)n2nc(-c3ccccc3)cc2n1 | -24.4*
CCOP(=O)(OCC)C(NC(=O)CNC(=O)c1ccccc1C(=O)O)C(=O)N1CCCCC1 (stereo not drawn) | 106.4
CCOC(=O)C[C@@H]1C(=O)N2CC[C@]3(C(=O)Nc4ccc(Br)cc43)[C@H]2C[C@@H]1C(=O)OCC | 100.7
CCCC(C)(C)COC(=O)c1ccccc1Cl | 99.7
N#CCCCCN1CCCCC1 | 105.0
CCOC(=O)c1ccccc1-c1c2cc(Br)c(=O)c(Br)c-2oc2c(Br)c(O)c(Br)cc12 | 118.1
COc1cccc2c1n([O-])c1cccc(OC)c1[n+]2=O | 10.3
Cc1ccc(C(=O)Nc2ccc(CCN3CCN(CCCl)CC3)cc2)cc1Nc1ncnc2nc[nH]c12 | 85.5
CC(=O)/C(C)=C\c1ccc(O)cc1 | 100.3
O=c1c2cc(F)ccc2sc2c(Cl)nc3ccc(Cl)cc3c12 | 104.4
c1ccc(CCN2CCC3CC2c2ccccc23)cc1 (stereo not drawn) | 89.1
CCc1ccc(NC2CC(=O)N(CCc3ccccc3)C2=O)cc1 (stereo not drawn) | 93.3
O=C1NC(=S)NC(=O)C1=Cc1ccco1 | 98.6
CC(=O)Nc1ccc2c(c1)C(=O)c1cccc(C(=O)O)c1-2 | 97.2
OCC1OC(O)C(O)C(O)C1O (stereo not drawn) | 120.4
C=CCNC(=O)Cc1c(-c2ccccc2)oc2cc(OC)c(OC)c(OC)c12 | 103.9
Cc1cc(Cl)c2c(N(C)C)cccc2n1 | 97.3
CC1=C[C@H](N(C)C)[C@H]2C[C@@H]1C2(C)C | 96.4
CN(C)CCOc1c(Cc2ccccc2)ccc2ccccc12 | 91.7
CCOP(=S)(OCC)Oc1c(Cl)c(Cl)c(Cl)c(Cl)c1Cl | 102.1

Arranged by formula weight (lowest first): part of the list above
structure | HL-60(TB)
NC(CO)C(=O)O (stereo not drawn) | 97.5
OCC(O)CS (stereo not drawn) | 93.8
N[C@@H](CCCCNCC(=O)O)C(=O)O | 106.3
O=C1CC(c2ccc3c(c2)OCCO3)c2cnn(Cc3ccco3)c2N1 (stereo not drawn) | 96.0

Further results
structure | HL-60(TB)
O=C1c2cc(I)ccc2Oc2cc([N+](=O)[O-])ccc2N1c1ccc(Br)cc1F | 81.4
COC(=O)c1ccc2c(c1)CN(Cc1ccccc1)CO2 | 97.9
O=C(/C=C/c1cccc(Cl)c1)c1ccc(NC(=O)N2CCN(c3cc4c(cc3F)c(=O)c(C(=O)O)cn4C3CC3)CC2)cc1 | 98.9
O=C(c1ccccc1)c1ccc(N2C(=O)C3C4c5ccccc5C(/C=C/C(=O)c5ccccn5)(c5ccccc54)C3C2=O)cc1 (stereo not drawn) | 30.0
c1ccc(Cn2cc3c(c2-c2ccccc2)CCc2cnc(Nc4ccccc4)nc2-3)cc1 | 103.8
COC(=O)C12C3C(=O)N(c4ccc(Cl)cc4)C(=O)C3C(c3cn(-c4ccccc4)nc3-c3ccccc3)N1[C@H](c1cn(-c3ccccc3)nc1-c1ccccc1)[C@@H]1C(=O)N(c3ccc(Cl)cc3)C(=O)[C@@H]12 (stereo partly drawn) | 106.4
N#Cc1cc(Cl)c2c(c1)CN(c1ncc(Cc3cccc(C(N)=O)c3)s1)CC2 | 54.0
CCNc1cccc(S(=O)(=O)O)c1 | 107.8
CCCCCCCCCCCCCCCCNC(=S)N/N=C/c1ccccc1O | 83.8
O=C1CCc2cc(C(=O)CSc3ccc(Cl)cc3Cl)ccc2N1 | 117.0
Cn1c(=O)c2nc(CCC(=O)NC3CCCCC3)c(=O)[nH]c2n(C)c1=O | 98.7
Cc1ccc2nc(-c3c(C)nn(-c4ccccc4)c3Oc3ccccc3)[nH]c2c1 | 110.0
COC(=O)C1CC(=O)N(C(=O)Nc2ccc(Cl)cc2Cl)C1 (stereo not drawn) | 97.8
Cc1nc2cc(Nc3nc(Cl)nc(Nc4ccc(F)cc4)n3)ccc2n1Cc1ccccc1 | 53.2
COc1ccc(/C=C2\CN(C(=O)CCN3CCC(=NO)CC3)C/C(=C\c3ccc(OC)cc3)C2=O)cc1 | -14.4*
CCO/C=C1\SC(=S)N(c2cccc(C)c2)C1=O | 99.0
CCCCCCC(=O)c1cccnc1 | 115.8
O=C(O)c1cc(=O)[nH]c(=O)[nH]1 | 106.2&108.8
O=C1/C(=C/c2ccc(Cl)cc2)Sc2c(Br)cccc21 | 102.2
CCC(=O)C(CC(C)[N+](C)(C)C)(c1ccccc1)c1ccccc1 (stereo not drawn) | 109.1
N=C(N)n1ncc2c1CCC/C2=N/N=C(N)N | 103.4
CC1OCOC(CO)C(O)C1O (stereo not drawn) | 120.1
N#CC1(NC(Cc2ccccc2)c2ccccc2)CCCCCCCCCCC1 (stereo not drawn) | 101.7

Screening data as filed in PubChem.

An excerpt; rates above refer to the full screens.
